D1 antag = antagonists of human D1 dopamine receptor; P21728; HEK293 TREx D1 cells, calcium flux, dopamine EC80; active compounds read low; activity change, negative = inhibition, % at 10 µM; 3.2% of 360,000 active; AID 504652; in the data active means activity change below about -30%; further: on the % scale 0 is the no-effect control and ±100 the full control effect
Target sequence (P21728 whole entry, looked up): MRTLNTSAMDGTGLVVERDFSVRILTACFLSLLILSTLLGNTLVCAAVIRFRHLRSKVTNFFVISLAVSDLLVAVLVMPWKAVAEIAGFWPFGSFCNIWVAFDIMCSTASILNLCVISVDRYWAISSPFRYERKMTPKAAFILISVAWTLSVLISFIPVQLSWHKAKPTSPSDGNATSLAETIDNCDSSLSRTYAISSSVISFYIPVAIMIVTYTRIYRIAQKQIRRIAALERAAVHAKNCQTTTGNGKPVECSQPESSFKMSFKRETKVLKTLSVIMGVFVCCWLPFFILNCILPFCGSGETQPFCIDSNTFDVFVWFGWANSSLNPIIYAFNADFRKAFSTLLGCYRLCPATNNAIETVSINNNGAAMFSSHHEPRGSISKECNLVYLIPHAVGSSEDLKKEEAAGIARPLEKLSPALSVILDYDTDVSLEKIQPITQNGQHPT
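Allosteric or orthosteric antagonism assessed as attenuation of the calcium response to EC80 dopamine, added 180 s after compound, in induced HEK293 Trex D1 cells loaded with no-wash calcium dye.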
TRHR PAM = allosterically enhances the human TRH receptor. TRHR cells, fluo-8 calcium fluorescence, EC20 TRH enhancement. enhancement, % at 2 µM. 0.66% of 360,000 active. AID 493056; in the data active means enhancement above about 30%; further: 0% is about no effect
Target sequence (P34981 whole entry, looked up): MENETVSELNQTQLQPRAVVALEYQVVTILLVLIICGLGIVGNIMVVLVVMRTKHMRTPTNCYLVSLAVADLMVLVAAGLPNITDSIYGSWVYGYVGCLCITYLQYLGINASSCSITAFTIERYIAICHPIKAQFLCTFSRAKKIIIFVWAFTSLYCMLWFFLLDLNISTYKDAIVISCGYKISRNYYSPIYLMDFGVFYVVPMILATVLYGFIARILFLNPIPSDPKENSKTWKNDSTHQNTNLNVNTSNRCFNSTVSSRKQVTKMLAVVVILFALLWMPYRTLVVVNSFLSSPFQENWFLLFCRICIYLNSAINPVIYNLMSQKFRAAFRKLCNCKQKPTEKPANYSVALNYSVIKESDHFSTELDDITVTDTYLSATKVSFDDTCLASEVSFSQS
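Enhancer read-out: after compound pinning and an initial kinetic agonist-mode read, an EC20 of TRH (10 nM final) was injected and fluo-8 calcium signal (Ex 480/Em 530) followed at 1 s/cycle for 100 cycles in TRHR-expressing cells.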
D1 ag = agonists of human D1 dopamine receptor | P21728 | HEK293 T-REx D1 cells, calcium flux, agonist mode | activation, % at 2 µM | 1% of 360,000 active; further: 0% is about no effect
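Inducible HEK293 T-REx D1 cells, force-coupled to calcium signalling, were plated at 4000 cells/well with tetracycline and held overnight at 30 C. After no-wash calcium dye loading, compound-evoked calcium rise over 180 s flagged agonists.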
D2 ag = agonists of human D2 dopamine receptor. activation, % at 2 µM. 0.53% of 340,000 active. AID 485358. HEK293 T-REx D2 cells, calcium flux agonist mode;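 active means activation over 3 SD above normal in the single-dose calcium agonist read, cut at about 30% in these data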; further: 0% is about no effect
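Tetracycline-induced HEK293 Trex cells with D2 receptor force-coupled to calcium signaling, plated overnight at 30 C and loaded with no-wash calcium dye. Calcium flux read kinetically for 180 s after compound addition; responses flag agonists.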
D1 PAM = potentiators of human D1 dopamine receptor. P21728. HEK293 TREx D1 cells, calcium flux, dopamine EC20 potentiation. potentiation, % at 10 µM. 0.036% of 360,000 active; in the data active means potentiation above about 30%; further: 0% is about no effect
D2 antagonist = D2 dopamine receptor (human) antagonism | P14416 | HEK293 TREx D2 cells, calcium flux, dopamine EC80 | inhibition, % at 10 µM | 2% of 340,000 active | AID 485344; in the data active means inhibition above about 30%; further: 0% is about no effect
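HEK293 T-REx D2 cells, tet-induced, calcium dye no-wash. Cpd pintool add, 180 s kinetic, then EC80 DA, 180 s kinetic. Ca flux read.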
D2 potentiator = positively modulates the human D2 dopamine receptor allosterically; P14416; HEK293 T-REx D2, calcium flux, EC20 dopamine potentiation; potentiation, % at 10 µM; 0.34% of 340,000 active;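 active means potentiation over 3 SD above the plate norm, cut at about 30% in these data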; further: 0% is about no effect
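Cells plated with tetracycline inducer and held overnight at 30 C; calcium dye loaded 30–90 min at room temperature; baseline taken, compound added and read 180 s; EC20 dopamine then added and read 180 s.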
RXFP1 antag = blocks the human relaxin receptor RXFP1. Q9HBX9. AID 1259400. activity change, negative = inhibition, % at 57.5 µM. 0.59% of 350,000 active. HEK293-RXFP1, relaxin-stimulated cAMP HTRF, 30 min; active compounds read low;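 active means activity change of -60% or lower, but not beyond a set lower limit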; further: on the % scale 0 is the no-effect control and ±100 the full control effect
TRHR ag = agonists of human TRH receptor; activation, % at 2 µM; 0.18% of 360,000 active; TRHR cells, calcium flux fluo-8, FDSS agonist mode; further: 0% is about no effect
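TRHR-expressing cells, plated overnight in medium with 10% serum, were loaded with fluo-8 calcium dye at room temperature. After a 10 s baseline, library compound was pin-added and calcium release was recorded kinetically (ex 480/em 530) as agonist response.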
* marks the source's active call; other numbers are inactive results; . = not tested or not shown; & = joins results of further samples. Unless noted, no stated cut-off is given here; in the data, active means activation above about 30%; inactive means the rest.

canonical_smiles,D1 antag,TRHR PAM,D1 ag,D2 ag,D1 PAM,D2 antagonist,D2 potentiator,RXFP1 antag,TRHR ag
N#CCSc1nnc(SCC#N)s1,-10,2,3,1.0,-5,-18,5,7,-0.5
COC(=O)c1cc(C)sc1NC(=O)C1C2C=CC(CC2)C1C(=O)O (configuration not stated),3,3,0,3.2,2,-11,-1,-5,-0.1
COC(=O)C1CCN(C(=O)C2CCN(C(=O)[C@@H](NS(=O)(=O)c3ccc(C)cc3)C(C)C)CC2)CC1,5,2,1,-1.6,3,-22,-7,15,1.1
CC(C)COC(=O)C1C2C=CC3(CN(C4CCCC4)C(=O)C13)O2 (configuration not stated),-7,-4,-2,-0.4,4,25,0,-19,-0.2
Cc1ccccc1N=Cc1cc2c(cc1[N+](=O)[O-])OCO2,11,9,0,0.0,8,-7,6,-3,-0.2
COc1ccc([N+](=O)[O-])cc1NC(=O)CSc1nc(C)cc(C)n1,4,-2,1,-0.9,-2,-7,17,28,0.2
CCn1nc(C)c(CN2CCC(C(=O)Nc3cccc(-c4cccc(F)c4)c3)CC2)c1C,-20,0,37*,-1.7,-4,38*,-18,0,0.7
CNC(=O)Nc1cc(C)nn1C,-14,-2,4,0.1,-3,-35,-3,-5,1.0
COc1cccc(C(CC(=O)O)NS(=O)(=O)c2ccc3c(c2)N(C(C)=O)CC(C)O3)c1 (configuration not stated),9,28,3,0.2,-6,6,18,5,0.6
Cc1ccccc1C(=O)NC(CC(C)C)C(=O)OCC(=O)c1c(N)n(C)c(=O)n(C)c1=O (configuration not stated),11,6,0,0.7,6,-7,20,-34,0.5

Compounds from the list above containing a nitro group on carbon, in the order listed:
canonical_smiles,D1 antag,TRHR PAM,D1 ag,D2 ag,D1 PAM,D2 antagonist,D2 potentiator,RXFP1 antag,TRHR ag
Cc1ccccc1N=Cc1cc2c(cc1[N+](=O)[O-])OCO2,11,9,0,0.0,8,-7,6,-3,-0.2
COc1ccc([N+](=O)[O-])cc1NC(=O)CSc1nc(C)cc(C)n1,4,-2,1,-0.9,-2,-7,17,28,0.2

Carrying on.
canonical_smiles,D1 antag,TRHR PAM,D1 ag,D2 ag,D1 PAM,D2 antagonist,D2 potentiator,RXFP1 antag,TRHR ag
CCOC(=O)c1nn(-c2ccc(OCC)cc2)c2nc(-c3cccc(OC)c3)c(C#N)c(=O)n12,-2,-3,2,-0.4,4,-11,-4,-6,0.9
COc1ccccc1CNC(=O)/C(C#N)=C/c1ccc(OC)c(OC)c1OC,-15,-6,9,-0.1,-11,10,3,-6,-0.1
Cc1ccc(S(=O)(=O)N[C@@H](C)C(=O)N2CCC(C(=O)N3CCC[C@H]3C(=O)O)CC2)cc1,-1&-1,2&3,3&4,0.7,4&-1,-8,15&-1,-20,-0.1&0.0
Cc1ccc(C)c(N(C(=O)CNC(=O)c2ccco2)C(C(=O)NC2CCCCC2)c2ccncc2)c1 (configuration not stated),-16,-7,0,-2.9,3,-15,.,-2,0.7
O=C(/C=C/c1ccco1)N1CCN(S(=O)(=O)c2ccc(F)c(F)c2F)CC1,6,-8,3,0.1,-4,-2,.,-21,-0.6
O=Cc1c(NCc2ccc(Cl)cc2)c2ccccc2[nH]c1=O,-37*,-9,4,-0.2,-6,-14,-16,-7,-0.1
CC(C)Oc1ccc(CNS(=O)(=O)c2cnc(N)nc2)cc1,27,4,0,.,-2,.,1,13,0.0
O=C(c1ccc2c(c1)CCN2S(=O)(=O)c1ccccc1)N1CCN(c2ccc(F)cc2)CC1,-3&3,-1&7,8&0,1.6&4.6,4&-4,7,5&5,-1&-11,1.9&4.1
Cn1cc(C(=O)Nc2ccc(C#N)cc2)c2ccccc2c1=O,-17&-5,-4&3,3&1,0.1,-2&2,-2,-11&-23,4&-5,-0.1&0.7
Cc1ccc(NS(=O)(=O)c2cc(NC(=O)c3cc(=O)[nH]c(=O)[nH]3)ccc2Cl)c(C)c1,2,-2,6,-0.5,-9,5,4,4,0.7
CC1=NN(c2ccccc2)C(=O)C1(C)[N+](=O)[O-] (configuration not stated),9,0,2,0.3,-1,1,2,-1,0.3
COC(=O)c1cc(NC(=O)CN2CCN(C(C)=O)CC2)cc(C(=O)OC)c1,3,7,0,0.0,1,-3,28,2,-1.3
CN(C)c1ccc(NC(=O)CSc2nnc(-c3ccco3)c(-c3ccco3)n2)cc1,-13,-1,0,.,-3,.,.,0,0.1
CCOc1ccc(S(=O)(=O)n2cc(F)c(=O)[nH]c2=O)cc1,28,20,1,-1.6,13,-22,10,-3,-0.5
CN(C)c1ccc(NC(=O)c2cccc(N3C(=O)CCC3=O)c2)cc1,-1,11,2,0.0,-3,7,15,-26,-0.2
CCn1c(=S)[nH]c2cc(C(=O)OC)ccc2c1=O,10,-3,5,.,0,.,.,-19,-0.2
Cc1ccc(S(=O)(=O)N2CCCCC2)cc1NC(=O)COC(=O)Cc1cccc(C(F)(F)F)c1,-12,3,22,0.7,-2,0,-1,2,0.9
CCOC(=O)c1cnc2c(ccc3ccccc32)c1Nc1ccc(Cl)cc1,4,2,0,0.2,1,.,-2,-5,0.7
CCCCn1c(=O)[nH]c(=O)c2c1nc(-c1ccc(C)c([N+](=O)[O-])c1)n2CC,5,18,0,-2.4,-6,2,12,-3,-0.2
OC(CNCc1cccs1)c1ccccc1 (configuration not stated),-41*,1,4,-2.4,-5,-11,1,-1,0.3
Cn1c(=O)c2c(nc(SCC(=O)NC3CCCC3)n2C)n(C)c1=O,-2,3,1,0.6,-5,6,10,11,1.4
CCOC(=O)c1c(C)n(-c2ccccc2)c2ccc(OC(=O)c3c(F)cccc3F)cc12,0,-1,-1,0.3,0,.,1,0,-0.8
COc1ccc(C(=O)NC(=S)Nc2ccccc2F)cc1,-6,1,6,0.0,-3,-21,6,7,0.7
Cc1cc(C(=O)N/N=C/c2cccc([N+](=O)[O-])c2)c2ccccc2n1,-5,4,-1,-1.9,0,6,-2,-1,-0.2
CCOc1ccc(C(=O)Nc2ccc3oc(-c4cccnc4)nc3c2)cc1,-8,1,3,0.1,-1,.,2,2,-0.2
CC(C)CCNC(=O)Cc1ccc(NC(=O)N2CCCCc3ccccc32)cc1,-19,-4,4,0.9,-2,.,-9,.,0.3
Fc1ccc(NC(=S)N2CCN(C/C=C/c3ccccc3)CC2)c(F)c1,-30,-9,8,0.7,-6,0,9,-5,0.6
Cn1c(N)c(S(=O)(=O)N2CCN(c3ccccc3F)CC2)c(=O)n(C)c1=O,-12,-1,2,1.6,-1,-5,3,0,0.6
COc1cc2[nH]c(=O)c(C(=O)NCCCN3CCCCC3)c(O)c2cc1OC,8,12,2,0.2,-5,5,5,0,-0.6
Cc1cc(NC(=O)CSc2nc(C(C)C)nc3c2c(=O)n(C)c(=O)n3C)no1,22,3,0,-0.4,-11,2,13,-3,-1.2
O=C(NCc1cccnc1)C1CCN(S(=O)(=O)c2cc(Cl)ccc2Cl)CC1,5,-5,6,0.0,5,3,1,-88*,0.2
CN1CCc2c(sc3nc(NCCO)n(-c4cccc(Cl)c4)c(=O)c23)C1,0,-4,0,-0.5,-1,11,4,-11,0.0
COc1cccc2c1Oc1ncccc1N(C(=O)CCC(=O)NCc1ccccc1F)C2,-15,25,2,1.1,0,-6,2,7,-0.6
NC(=O)c1sc(-c2ccsc2)cc1NS(=O)(=O)c1ccc(C(F)(F)F)cc1,-23,3,3,-0.7,-8,-4,-4,-30,-0.2
COC(=O)c1cc(S(=O)(=O)N2CCN(c3cccc(C)c3C)CC2)c[nH]1,-3,48*,8,0.3,-20,9,-10,6,0.2
N#C/C(=C\c1c(N2CCCCC2)nc2ccccn2c1=O)C(=O)NC1CCS(=O)(=O)C1 (configuration not stated),8,-1,1,0.2,1,6,-2,0,0.1
Cc1ccccc1N1CCN(CC(=O)NCc2ccc(Cl)cc2)CC1,11,5,-3,.,-5,-24,1,-5,-0.3
Cc1ccc(Nc2c([N+](=O)[O-])c(=O)n(C)c3ccccc23)cc1C,0,1,1,-0.1,3,.,-12,11,-0.3
CCCS(=O)(=O)c1c(S(=O)(=O)CCC)c2cc(CC)ccn2c1C(=O)c1ccc(OC)cc1,-1,1,9,.,-2,.,0,-1,0.5
COc1ccc2oc(C(=O)OCC(=O)Nc3ccc(OC)c(S(N)(=O)=O)c3)c(C)c2c1,6,12,3,0.0,-8,-1,-4,-13,-0.1
COc1ccc(/C=C/C(=O)N(C(C)C)C(C)C)cc1Br,-10,-4,1,-0.4,-5,-12,5,-9,1.4
COc1cccc(/C=C(\C#N)C(=O)NC2CCS(=O)(=O)C2)c1 (configuration not stated),2,6,0,-0.1,-5,-6,9,.,0.6
CCOc1ccc(-c2cc(C(=O)OC)nc3c2c(=O)n(C)c(=O)n3C)cc1,27,43*,2,0.2,-4,-12,6,-5,0.0
Cc1ccc(CNC(=O)C(=O)Nc2c3c(nn2-c2ccc(F)cc2)CSC3)cc1,.,-1,3,2.0,-2,.,15,-15,0.7
S=c1[nH]nc(COc2ccccc2)n1/N=C/c1cccs1,-6,3,1,-0.5,-3,8,-8,-10,-0.9
Cc1ccc2c(CN3CCN(C(=O)c4ccco4)CC3)cc(=O)oc2c1C,0,-2,0,0.6,-1,-3,3,-6,0.0
Cc1nn(Cc2ccc(Cl)cc2Cl)c(C)c1NC(=O)c1nc2n(n1)C(C(F)F)CC(C)N2 (configuration not stated),3,1,3,4.1,0,-11,12,-2,-1.0
